mcGAS lum: mouse cGAS inhibition by luminescence; Q8C6L5; recombinant cGAS, Kinase-Glo ATP depletion luminescence; inhibition, % at 12.5 µM; actives 0.15% (n = 160,000); AID 1259399;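 also: 0% = negative control wells and 100% = reference inhibitor with no enzyme activity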
hcGAS inh: blocks human cGAS activity; recombinant h-cGAS, ATP depletion, Kinase-Glo luminescence; AID 1259398; Q8N884; inhibition, % at 12.5 µM; actives 0.081% (n = 290,000);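 also: 0% = vehicle reaction and 100% = reaction without DNA for no activity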
Target sequence (Q8N884 whole entry, looked up): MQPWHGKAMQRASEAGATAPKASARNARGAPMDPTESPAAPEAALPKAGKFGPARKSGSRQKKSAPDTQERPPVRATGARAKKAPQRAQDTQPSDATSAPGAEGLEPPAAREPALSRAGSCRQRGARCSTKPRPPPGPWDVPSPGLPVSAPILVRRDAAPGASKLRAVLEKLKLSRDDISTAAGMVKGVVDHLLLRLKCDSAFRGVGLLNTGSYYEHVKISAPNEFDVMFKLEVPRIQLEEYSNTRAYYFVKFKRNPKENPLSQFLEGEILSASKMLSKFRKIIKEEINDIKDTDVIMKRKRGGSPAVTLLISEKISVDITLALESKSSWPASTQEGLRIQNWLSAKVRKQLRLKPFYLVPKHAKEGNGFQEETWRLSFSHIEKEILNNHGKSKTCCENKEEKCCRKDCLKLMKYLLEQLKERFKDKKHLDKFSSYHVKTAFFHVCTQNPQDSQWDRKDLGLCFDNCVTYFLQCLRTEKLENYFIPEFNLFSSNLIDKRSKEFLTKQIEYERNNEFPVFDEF
NPYLR7 agonist: mosquito NPYLR7 agonism; HEK293T NPYLR7/Galpha15, GCaMP6s calcium fluorescence; activation, % at 10 µM; actives 0.15% (n = 270,000); in the data active = activation above about 40%;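 also: 0% = vehicle and 100% = reference agonist at the receptor; some compounds past the cut are filed as inactive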
* hit, by the source's call; . = no result given; & = joins results of further samples. Rule as the data show it, unless noted: active = inhibition above about 40%; inactive = the rest.

Molecule,mcGAS lum,hcGAS inh,NPYLR7 agonist
COc1ccc(CCNC(=O)Cn2ncc(Br)c(Br)c2=O)cc1,.,-7.2,4.9
CCCOc1cccc(-c2cc3c(cc2OC)C(CO)CC(C)(C)CO3)c1 (stereo unspecified),-5.1,-1.0,4.3
COc1cccc(CNc2ncn[nH]2)c1OCc1ccc(Cl)cc1,.,-2.4,-12.7
COc1ccc(S(=O)(=O)c2n[nH]n3c2nc(=O)c2ccccc23)cc1,-5.9,-5.2,-9.3
NC(=O)C1CCCCN1Cc1cc(F)cc2c1OC(c1ccsc1)OC2 (stereo unspecified),.,2.3,2.3
C=CCN(C(=O)CCc1c(C)nc(C)[nH]c1=O)c1nc2ccccc2s1,.,5.3,-3.1
COc1ccccc1CN1CCn2nc(C(=O)NCc3ccccn3)cc2C1=O,-5.7,-2.3,14.6
COc1ccc(NC(=O)C2CCN(C(=O)[C@@H](Cc3ccccc3)NC(=O)Nc3cc(F)ccc3C)CC2)cc1,1.1,0.6,-12.5
O=C(O)c1cc(-c2ccoc2)cc(S(=O)(=O)N2CCCC2)c1,.,-5.9,4.8
CN1CCN(C2CCN(C(=O)c3ccccc3)CC2)CC1C(=O)O (stereo unspecified),.,5.1,-0.6
COc1cccc(-c2cc(C(=O)N3CCN(c4cccc(C(F)(F)F)c4)CC3)n3nc(C(C)(C)C)cc3n2)c1,-7.6&-4.1,-7.3&-4.7,-13.4&8.2
CN(C)c1ccc(/C=C/C=C2/SC(=S)N(CC(=O)O)C2=O)cc1,-5.7,-1.1,-4.9
COC(=O)C(NC(=O)CCc1ccco1)c1cc(F)ccc1F (stereo unspecified),-17.8,-6.7,4.5
O=C(c1ccc(Oc2cc(Cl)cc(Cl)c2)nc1)N1CCCC1,.,-10.5,-3.2
CC1CCCC(C)N(C(=O)CCN2CCCC2=O)C1 (stereo unspecified),.,-8.8,8.6

In the list so far, these contain nitrogen in an aromatic ring.
Molecule,mcGAS lum,hcGAS inh,NPYLR7 agonist
COc1ccc(CCNC(=O)Cn2ncc(Br)c(Br)c2=O)cc1,.,-7.2,4.9
COc1cccc(CNc2ncn[nH]2)c1OCc1ccc(Cl)cc1,.,-2.4,-12.7
COc1ccc(S(=O)(=O)c2n[nH]n3c2nc(=O)c2ccccc23)cc1,-5.9,-5.2,-9.3
C=CCN(C(=O)CCc1c(C)nc(C)[nH]c1=O)c1nc2ccccc2s1,.,5.3,-3.1
COc1ccccc1CN1CCn2nc(C(=O)NCc3ccccn3)cc2C1=O,-5.7,-2.3,14.6
COc1cccc(-c2cc(C(=O)N3CCN(c4cccc(C(F)(F)F)c4)CC3)n3nc(C(C)(C)C)cc3n2)c1,-7.6&-4.1,-7.3&-4.7,-13.4&8.2
O=C(c1ccc(Oc2cc(Cl)cc(Cl)c2)nc1)N1CCCC1,.,-10.5,-3.2

The main list resumes with the 2 entries that preceded the break.
Molecule,mcGAS lum,hcGAS inh,NPYLR7 agonist
O=C(c1ccc(Oc2cc(Cl)cc(Cl)c2)nc1)N1CCCC1,.,-10.5,-3.2
CC1CCCC(C)N(C(=O)CCN2CCCC2=O)C1 (stereo unspecified),.,-8.8,8.6
O=C(NC1CCS(=O)(=O)C1)c1sc2ccccc2c1Cl (stereo unspecified),.,-3.3,-2.0
COCCCN(CC(=O)N1CCc2sccc2C1c1ccc(Cl)cc1Cl)C(=O)c1cccs1 (stereo unspecified),-3.7,-2.3,13.6
CCSc1nnc2n(-c3ccc(OC)cc3)c(=O)c3c4c(sc3n12)CCCC4,.,-7.4,3.7
Cc1nc(CN(C)C2CCc3c(c(C(=O)N(C)C)nn3CC3CCCCC3)C2)cs1 (stereo unspecified),-7.8,-15.4,18.7
O=C(/C=C/c1ccc(O)cc1)c1ccc(O)cc1O,14.1&29.0&34.2,-9.6&-0.8&-4.9,1.9&2.7
NC(=O)C1CCN(C(=O)C2(c3cccc(C(F)(F)F)c3)CCCC2)C1 (stereo unspecified),.,-14.9,3.2
Cc1cc(C)c2ccc(N)nc2n1,.,0.8,-1.9
CCCCCCCCCc1ccc(C(=O)Nc2nnc(SCC)s2)cc1,.,0.1,-3.3
Cc1sc(=NC(=O)c2cccc(C(F)(F)F)c2)n(Cc2ccccc2C(=O)O)c1C,.,-4.9,27.8
CSc1ccc(CNC2=NCCCN2)cc1,.,-10.7,9.1
Nc1cc(F)c(N2CC3CCC2C3)cc1C(=O)O (stereo unspecified),0.5,-6.2&1.0,2.2&-0.2
Cc1ccc(CN2CCN(Cc3ccc(C)s3)CC2CCO)o1 (stereo unspecified),.,-8.9&3.9,2.3&-1.8
COCc1cc(C)nc(OCC(=O)N/N=C\c2ccc(OCc3ccc([N+](=O)[O-])cc3)c(OC)c2)c1C#N,-4.8,-6.0,10.7
COCCn1cncc1CN1C[C@]2(C)C[C@H]1CC(C)(C)C2,-6.2,-10.5,.
O=C(c1cc(F)ccc1C(F)(F)F)N1CCC(n2c(=O)[nH]c3ccccc32)CC1,-3.9,-7.4,-0.1

The list goes on:
Molecule,mcGAS lum,hcGAS inh,NPYLR7 agonist
NC1=NCC2c3ccccc3Cc3ccccc3N12 (stereo unspecified),-2.6,-1.8,-4.7
O=C(Nc1ccc2c(c1)CCCN2C(=O)C1CC1)c1cc(Br)ccc1Cl,.,-6.4,-3.3
O=C(CN(C(=O)COc1ccccc1)C1CC1)N(CCc1c[nH]c2ccccc12)Cc1ccc(Cl)c(Cl)c1,-5.5,-3.0,17.6
COc1ccccc1CN(Cc1cccnc1)Cc1ccoc1,-24.6,-5.4,3.3
COC(=O)[C@@H]1C[C@H](NC(=O)c2ccc(-c3ccccc3)[nH]2)CN1C,.,-7.8,-0.2
COc1cccc(-n2ccn3c(C)nnc3c2=O)c1,-8.0,-6.3,-0.8
O=C(O)C1CSCN1 (stereo unspecified),.,0.8,-4.5
CC(C)C(=O)OCc1cnc(-c2cccs2)o1,.,-1.7,-0.7
COC(=O)c1c(CN2CCCC(C(F)(F)F)C2)[nH]c2ncccc12 (stereo unspecified),.,-10.4,-8.3
CC(C)OC(=O)N(C)Cc1cccc(N2CCN(S(=O)(=O)c3c(Cl)cccc3Cl)CC2)c1F,-7.3,-0.8,2.4
COCCCN(CC(=O)N(Cc1cccn1Cc1ccccc1Cl)CC(C)C)C(=O)c1ccc(Br)cc1,2.3,3.0,-9.6
CCc1nc(-c2ccccc2)nc(N2CCN(C(=O)c3ccco3)CC2)c1Cc1ccc(Cl)cc1,-6.5,-4.1,20.2
COC(c1ccc2c(c1)CN(C(=O)CSc1nc(C)cs1)CCO2)C1CCCCC1 (stereo unspecified),-12.9,-8.3,18.0
COc1ccccc1NC(=O)N1CCc2cc(OC)c(OC)cc2C1c1ccccc1Cl (stereo unspecified),-7.0,-4.1,16.1
CC(C)(C)C1CCC2(CC1)C(C(=O)c1ccc(F)cc1)C2(C#N)C#N (stereo unspecified),.,-3.6,9.5

Later entries:
Molecule,mcGAS lum,hcGAS inh,NPYLR7 agonist
O=C(NCC1CCCO1)N1CC(n2cc(C(=O)N3CCOCC3)nn2)C1 (stereo unspecified),-6.2,-12.1,.
O=C(NC1CCN(c2ccccc2C(=O)N2CCN(C3CCCCCC3)CC2)CC1)C1CC1,-3.4,-6.9,2.8
O=C1C2C3c4ccccc4C(c4ccccc43)C2C(=O)N1c1ccccn1 (stereo unspecified),-6.5,-1.4,22.5
Cc1nn(-c2ccc(N3CCOCC3)nn2)c2c1C(c1ccccc1OCc1ccccc1)CC(=O)N2 (stereo unspecified),.,-4.7,-3.1
Cc1ccc(C(C)C)c(OCC(=O)NNC(=O)/C=C/c2ccc3c(c2)OCO3)c1,.,-2.5,-2.0
Cc1ccc(CN2CCN(N=Cc3ccc(Br)s3)CC2)c(C)c1,-6.3,-4.7,-3.3
CCc1nc2c(OCC3CCCCC3)cccn2c1N(C)C(=O)CC(C)C,-2.9,-5.8,3.0
CN1CCC(Cc2nccc(-c3cc(C(=O)O)ccn3)n2)CC1,.,-6.3,-7.7
C=CCn1cc(/C=C(/C#N)c2ccccc2F)c2ccccc21,.,-15.6,9.4
Cc1ccc(C)c(-n2nc(-c3ccc([N+](=O)[O-])cc3)cc2C(=O)NCCC(c2ccccc2)c2ccccc2)c1,-3.4,-11.0,-0.7
CN1C[C@@H]2CC[C@H](CC1=O)N2C(=O)c1cc2ccccn2n1,.,-3.5,1.2
O=C(Cc1ccccc1)Nc1ccnn1C1CCN(Cc2cccc3nonc23)CC1,-3.3,-6.5,-5.8
CNc1ccc(-c2cccc(C(=O)NC3CC3)c2)cn1,.,-14.1,2.2
COCCNC(=O)c1cc(-c2ccccc2F)n2nc(-c3ccccc3)cc2n1,-7.4&1.2,-6.1&-0.7,-1.7&2.8
Cc1cccc(C(=O)NC2CCN(c3ccccc3C(=O)NCc3cccnc3)CC2)c1,-5.7,-8.4,20.3

(further entries)
Molecule,mcGAS lum,hcGAS inh,NPYLR7 agonist
COc1nccnc1N1CC(c2ccncc2)C1,-18.5,-8.7,19.7
CC(C)CCn1c(N2CCC(C(N)=O)CC2)nc2c1c(=O)n(C)c(=O)n2C,.,-8.8,5.3
CCOC(=O)c1ccc(NC(=O)c2sc(NC(=O)c3cccc(F)c3)c(C(=O)OCC)c2C)cc1,-3.5,-6.6,9.1
Cc1ccc(C(=O)N2CCN(c3nc(Cc4ccccc4)ns3)CC2)cc1[N+](=O)[O-],-0.1,-1.2,.
Cc1cc(C)cc(C(=O)Nc2cc(S(=O)(=O)N3CCOCC3)ccc2N2CCCC2)c1,-6.4,-3.4,6.3
COc1ccc(S(=O)(=O)N(CC(=O)N2CCc3sccc3C2COc2cccc(F)c2)CC2CCCO2)cc1 (stereo unspecified),-4.7,-5.0,-1.4
CCOC(=O)C1=C(C)N=c2s/c(=C\c3c4ccccc4cc4ccccc34)c(=O)n2C1c1ccc(OC)cc1 (stereo unspecified),-5.1,-1.9,8.8
CC(C)c1n[nH]c(C2CN(C(=O)C3(C#N)CCCC3)CCO2)n1 (stereo unspecified),.,-4.0,3.7
O=C(NCc1ccccn1)C1COC2(CCN(C(=O)c3ccc(Cl)cc3)CC2)N1C(=O)c1ccco1 (stereo unspecified),-4.1,-5.2,1.3
CN1CC2(CCCN(Cc3cccc(OCC(=O)O)c3)C2)OC1=O (stereo unspecified),.,-2.0,-5.1
CC(=O)c1cccc(-c2cc(N)nc(N3CCCC3)n2)c1,-1.1,0.9,-2.0
CCSc1ccc(NC(C)=O)nn1,.,3.1,-2.7
O=C(C(=O)N1CCc2c(nc(-c3ccccn3)[nH]c2=O)C1)c1ccccc1,.,-2.0,3.8
COc1cc(S(=O)(=O)N2CCN(CCO)CC2)ccc1Cl,.,-2.5,0.6
Cc1ccc(N2CCN(S(=O)(=O)c3cc([N+](=O)[O-])ccc3C)CC2)cc1Cl,-4.8,-2.4,0.8

Next compounds.
Molecule,mcGAS lum,hcGAS inh,NPYLR7 agonist
COc1cc(OC)cc(C2NC(=O)N(C)C3=C2C(=O)N(Cc2cccc(C(F)(F)F)c2)C3)c1 (stereo unspecified),-9.4,-2.6,30.3
COc1cccc(NC(=O)NCC2CCN(Cc3cnc(C)[nH]3)C2)c1 (stereo unspecified),.,2.0,-0.2
COc1ccc(C(=O)N(Cc2cccnc2)c2nc3c(C)c(C)ccc3s2)cc1OC,-6.7,-4.7,-5.2
Cc1ccc(Cc2nc(N3CCN(C(=O)C4CCCCC4)CC3)c3c(C)nn(-c4ccc(F)cc4)c3n2)cc1,-9.1,-4.8,-6.8
Cc1cc2nc(C(=O)N3CCCC4(CC3)CNC(=O)O4)cc(C)n2n1 (stereo unspecified),-16.8,-9.3,15.5
CCOc1ccc2c(c1)C=C(C(=O)NCc1ccco1)CO2,-8.8,-14.5,-0.8
CCc1ccccc1NC(=O)Cn1nc(-c2ccccc2)c2sc(N3CCOCC3)nc2c1=O,-7.5,-8.0,-1.0
OCCC1CN(Cc2cc3ccccc3[nH]2)CCN1Cc1cccs1 (stereo unspecified),-10.5,-8.6,6.2
COc1ccc(-c2ccccc2C(N)=O)c(C)c1,-15.2,-4.9,5.1
CC(=O)N1CCC(Oc2ccc(Cl)cc2C(=O)NCCC2=CCCCC2)CC1,.,-7.2,15.8
